Source: PubChem (several laboratories)
TRPC6 activator: mouse TRPC6 channel activation. B-score at 10 µM. actives 0.13% (n = 310,000). HEK293-TRPC6 membrane potential dye fluorescence; active compounds read high. Q61143;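 active means B-score of the integrated fluorescence ratio above library mean plus 3 SD, and starting fluorescence ratio within library mean plus 5 SD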;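 further: higher score means more depolarization so channel activation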
MrgX1 allo act: human MrgX1 positive allosteric modulation, primary screen | Q96LB2 | MrgX1-HEK293, Fluo-4 calcium flux, FDSS; active compounds read high | B-score at 10 µM | actives 0.63% (n = 310,000) | AID 588675;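 active means plate-corrected calcium response at least 3 library SD above typical, normal starting fluorescence, not activating the receptor alone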;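 further: compound read alongside a low EC10 to EC30 dose of BAM8-22 agonist; peak minus trough fluorescence over baseline measured at the second addition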
Target sequence (Q96LB2 whole entry, looked up): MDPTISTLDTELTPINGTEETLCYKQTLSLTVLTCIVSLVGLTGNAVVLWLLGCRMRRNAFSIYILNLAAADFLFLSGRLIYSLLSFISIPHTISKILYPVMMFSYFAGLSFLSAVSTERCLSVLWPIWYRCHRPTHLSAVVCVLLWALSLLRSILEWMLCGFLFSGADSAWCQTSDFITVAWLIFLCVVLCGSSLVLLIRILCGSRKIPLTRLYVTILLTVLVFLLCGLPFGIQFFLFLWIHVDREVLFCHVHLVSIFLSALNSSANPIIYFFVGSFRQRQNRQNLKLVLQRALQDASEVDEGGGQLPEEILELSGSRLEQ
TRPC4 inh: TRPC4 (mouse) channel inhibition; actives 0.39% (n = 300,000); HEK293 TRPC4beta/mu-opioid, DAMGO-evoked Fluo4 calcium flux; active compounds read low; AID 2247; Q9QUQ5; B-score at 10 µM;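 active means B-score over 3 SD under the library average, no early fluorescence shift, positive overall ratio signal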
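Material: HEK293 cells with stable TRPC4beta plus mu-opioid receptor expression / Probe or stimulus: DAMGO in two steps, submaximal then maximal / Compound: single concentration per test compound / Technique: kinetic Fluo4 fluorescence imaging of calcium influx / Read-out: per-well B score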
RGS4 act: potentiators or activators of RGS4; AID 463111; HEK293 M3R/inducible RGS4, carbachol calcium flux Fluo4; active compounds read low; B-score at 10 µM; actives 0.92% (n = 310,000);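 active means B-score of the integrated calcium signal more than 4 SD below the library mean, with starting fluorescence not abnormally high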;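 further: negative B-score means reduced calcium response which marks RGS4 activation or potentiation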
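test system = HEK293 cells with stable M3R and inducible RGS4 | schedule = recording 10 s baseline at 1 Hz, 100 s post-agonist | technique = Fluo4-AM (2 µM) calcium-flux fluorescence, kinetic read | measure = Agonist-evoked peak-minus-minimum fluorescence over baseline, integrated ratio, B score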
RGS4 inh: inhibitors of human RGS4; HEK293 M3R/RGS4 inducible, Fluo-4 calcium flux; active compounds read high; triggered by carbachol at its EC20; B-score at 10 µM; actives 0.45% (n = 310,000);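 active means B-score, a plate-corrected calcium signal, over three deviations above library mean, with baseline fluorescence within five deviations of library mean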;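 further: RGS4 expression induced by doxycycline in cells with stable M3 receptor; B-score is computed from the integrated fluorescence ratio over baseline after carbachol; higher B-score means a larger calcium signal and so more RGS4 inhibition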
Target sequence (P49798 whole entry, looked up): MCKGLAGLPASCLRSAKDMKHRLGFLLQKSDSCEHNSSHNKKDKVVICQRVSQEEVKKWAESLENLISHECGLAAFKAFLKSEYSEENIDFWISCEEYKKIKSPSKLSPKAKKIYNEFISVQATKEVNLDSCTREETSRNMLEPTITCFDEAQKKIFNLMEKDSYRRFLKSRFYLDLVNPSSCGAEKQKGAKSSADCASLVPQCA
HIF act: HIF pathway transcriptional activation; U2OS HRE-luciferase reporter, luminescence; normalized: DMSO 0%, desferrioxamine 100%; AID 1910; actives 0.32% (n = 300,000); activation, % at 7.5 µM (by protocol);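 active means mean activation of at least 10% of the iron chelator positive control signal, with at least half of replicates also reaching 10%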
TRPC6 inh: blocks the mouse TRPC6 cation channel | B-score at 10 µM | Q61143 | HEK293-TRPC6, membrane potential dye, ACh-evoked depolarization; active compounds read low | actives 1.1% (n = 310,000);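 active means B-score under library mean minus 3 SD, initial fluorescence not abnormally high, positive integrated signal ratio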;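 further: B-score derived from integrated fluorescence ratio over the kinetic read; more negative B-score means stronger inhibition of depolarization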
SKKanGAS inh: SKKanGAS growth inhibition; actives 1.3% (n = 300,000); S. pyogenes SKKanGAS, kanamycin growth, BacTiter-Glo, 6 h; inhibition, % at 7.5 µM; AID 1662;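 active means mean replicate score, as percent of positive control median, at least 50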;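 further: strain carries kanamycin resistance gene driven by streptokinase promoter and grows in 40 µg/ml kanamycin; loss of luminescence reflects streptokinase promoter inhibition or plain growth inhibition; 0% = median of DMSO wells and 100% = positive control at its reference dose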
MrgX1 ag: activates human MrgX1 receptor signaling | Q96LB2 | MrgX1-HEK293 cells, Fluo-4 calcium fluorescence, agonist mode; active compounds read high | B-score at 10 µM | actives 0.44% (n = 310,000);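 active means calcium response B-score plate-corrected fluorescence ratio at least 3 library SD, with starting fluorescence B-score inside 5 SD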
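times = overnight plating, then 30 min 37 °C plus 30 min room-temperature dye loading | assay system = stable human MrgX1 HEK293 cell line | input = fifteen thousand cells per well | signal = kinetic calcium dye fluorescence, Fluo-4 NW | dosing = compound delivered in addition one of three | read-out = B-scored fluorescence response ratio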
Platelet DG rel: modulates dense granule release in human platelets. actives 0.22% (n = 300,000). human platelet-rich plasma, SFLLRN dense granule ATP release, luminescence. inhibition, %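 (compounds screened at 7.5 µM in platelet-rich plasma)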;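 active means mean replicate score, as percent of positive control, at or above 50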
MrgX1 antagonist: antagonists of human MrgX1 receptor | Q96LB2 | MRGX1-HEK293 calcium flux, Fluo-4, BAM8-22 antagonism; active compounds read low | B-score at 10 µM | actives 1.3% (n = 310,000);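 active means calcium-response B-score plate-corrected more than 3 library SD below zero, starting fluorescence within 5 deviations, no agonist response on first addition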;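 further: peak minus trough fluorescence over baseline after final BAM8-22 challenge near maximal dose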
* = called active by the depositor; i = inactive; . = not tested or not shown; & = joins results of further samples.

SMILES	TRPC6 activator	MrgX1 allo act	TRPC4 inh	RGS4 act	RGS4 inh	HIF act	TRPC6 inh	SKKanGAS inh	MrgX1 ag	Platelet DG rel	MrgX1 antagonist
O=c1c2cc(NC(=S)NC3CC3)ccc2nc2n1CCCCC2	i	i	i	i	i	1.2	i	-3.8	i	4.6	i
Cc1cccc(NC(=O)C(=O)C2C(=O)Nc3ccccc32)c1 (stereo not drawn)	i	i	i	i	i	0.1	i	-0.7	i	0.6	i
C/C(=N\NC(=O)c1ccc(Cl)cc1)c1ccc(N2CCOCC2)cc1	i	i	i	i	i	1.1	i	5.6	i	-10.9	i
CCOc1ccc(CCNC(=O)CN2C(=O)NC3(CCc4ccccc43)C2=O)cc1OCC (stereo not drawn)	i	i	i	i	i	-0.8	i	-2.8	i	1.8	i
CCOC(=O)/C=C/S(=O)(=O)c1ccc(NC(C)=O)cc1	i	i	i	i	i	1.4	i	6.3	i	10.3	i
O=C(Nc1nnc(SCc2ccccc2F)s1)C1=COCCO1	i	i	i	i	i	1.5	i	32.7	i	10.1	i
O=C(Nc1ccnn1C1CCN(C(=O)c2cnsn2)CC1)c1cccc(F)c1	i	i	i	i	i	-0.2	i	-2.2	i	10.7	i
CSc1ccc(C2N=C(c3ccccc3)NO2)cc1 (stereo not drawn)	i	i	i	i	i	1.1	i	-3.4	i	4.6	i
CCOc1ccc(C2=CSC3=NCCN23)cc1	i	i	i	i	i	-2.2	i	-2.0	i	2.2	i
Cc1ccc(NC(=O)c2cc3nc(C)cc(C)n3n2)cc1	i	i	i	i	i	1.0	i	-0.7	i	6.9	i
O=C(O)C1CC(=O)N(c2ccc(F)cc2)C1 (stereo not drawn)	i	i	i	i	i	-0.9	i	2.1	i	1.7	i
CCOc1ccc(Cc2nc(N)nc(N)n2)cc1	i	i	i	i	i	-0.1	i	-4.2	i	3.8	i
COc1cccc(-n2nnnc2SCC(=O)Nc2ccc3c(c2)OCCO3)c1	i	i	i	i	i	0.4	i	4.1	i	.	i
Cc1cc2occ(CC(=O)N(C)CC(=O)Nc3ccccc3Cl)c2cc1C	i	i	i	i	i	-0.5	i	-15.7	i	3.8	i
Cc1ccc(NC(=O)C2CCCN(c3ncccn3)C2)cc1F (stereo not drawn)	i	i	i	i	i	3.1	i	4.2	i	10.4	i
O=C(NCCOc1ccccc1F)c1cccc(S(=O)(=O)N2CCN(c3ccccc3)CC2)c1	i	i	i	i	i	0.1	i	-13.1	i	-10.0	i
CCOC(=O)C1CCN(c2c(N3CCCCCC3)c(=O)c2=O)CC1	i	i	i	i	i	-0.1	i	-3.2	i	-13.2	i
CCN1C(=O)Nc2cccc3cccc1c23	i	i	i	i	i	0.7	i	-7.4	i	58.9*	i
C=C(C)Cn1c(SCC(=O)NCc2ccco2)nc2sc3c(c2c1=O)CCC3	i	i	i	i	i	-1.1	i	0.3	i	9.8	i
Cc1c(C(=O)N2CCOCC2)oc2ccc(S(=O)(=O)N3CCCC3)cc12	i	i	i	i	i	-1.3	i	2.9	i	-0.6	i
Cc1cccc(/C=N/NC(=O)c2cc(C3CC3)nc3ccccc23)n1	i	i	i	i	i	0.4	i	-1.6	i	2.5	i
COc1ccc(C(C(=O)NC2CCCC2)N(C(=O)c2snc(-c3ccc(F)cc3)c2N)c2cccc(F)c2)cc1 (stereo not drawn)	i	i	i	i	i	-0.9	i	2.7	i	-0.6	i
CCc1ccc(CNC(=O)Cc2ccc(NC(=O)C3=C(C)OCCS3)cc2)cc1	i	i	i	i	i	2.5	i	-0.8	i	1.0	i
Cc1ccsc1-c1cc(C(=O)O)c2c(ccc3ccccc32)n1	i	i	i	i	i	2.6	i	3.9	i	-1.4	i
Cc1cccc(NC(=S)NN2CCN(C)CC2)c1	i	i	i	i	i	-0.6	i	3.9	i	-7.4	i

Taken from above:
Cc1cccc(NC(=S)NN2CCN(C)CC2)c1 in Platelet DG rel reads -7.4
COc1cccc(-n2nnnc2SCC(=O)Nc2ccc3c(c2)OCCO3)c1 in SKKanGAS inh reads 4.1
Cc1ccc(NC(=O)c2cc3nc(C)cc(C)n3n2)cc1 in HIF act reads 1.0

The results go on.
SMILES	TRPC6 activator	MrgX1 allo act	TRPC4 inh	RGS4 act	RGS4 inh	HIF act	TRPC6 inh	SKKanGAS inh	MrgX1 ag	Platelet DG rel	MrgX1 antagonist
Cc1cccc2[nH]c(CN(C)C(=O)C3CCC(=O)N(CCc4ccccc4)C3)nc12 (stereo not drawn)	i	i	i	i	i	0.0	i	0.9	i	-15.7	i
COC(=O)c1ccc(C(=O)OC)c(NC(=O)CN(C)Cc2ccccc2)c1	i	i	i	i	i	-0.4	i	11.5	i	8.6	i
Clc1ccc(N2CCN(Cc3ccc(Br)o3)CC2)cc1	i	i	i	i	i	-1.2	i	0.0	i	-1.1	i
COc1ccccc1NS(=O)(=O)c1ccc2c(c1)n(C)c(=O)n2C	i	i	i	i	i	-0.2	i	-8.0	i	-1.4	i
O=C(O)c1ccc(N=Cc2nc(-c3ccco3)oc2O)cc1	i	i	i	i	i	0.7	i	-4.4	i	-5.0	i
COc1ccc2[nH]c3c(NCCCOC(C)C)ncnc3c2c1	i	i	i	-7.42*	i	6.2	i	8.6	i	20.5	i
COc1cccc(NC(=O)c2ccc(-c3ccc([N+](=O)[O-])cc3)o2)c1	i	i	i	i	i	1.9	i	0.4	i	8.6	i
S=C(NCc1ccccc1)NC1CCSc2ccccc21 (stereo not drawn)	i	i	i	i	i	-0.5	i	26.7	i	-2.5	i
Cc1ccc(C2CC(c3cccs3)=NN2C(=O)CSC2=NCCS2)cc1 (stereo not drawn)	i	i	i	i	i	0.0	i	20.8	i	3.3	i
CCCOc1ccccc1C(=O)Nc1ccc(S(=O)(=O)N2CCN(C)CC2)cc1	i	i	i	i	i	-0.3	i	0.6	i	2.4	i
COC(=O)CN(n1cnnc1)S(=O)(=O)c1ccccc1Cl	i	i	i	i	i	0.3	i	-1.8	i	4.4	i
CC(C)(C)c1ccccc1OCCOCCSc1ncccn1	i	i	i	i	i	-0.9	i	24.9	i	8.7	i
Cc1cccc(N(Cc2ccccc2)C(=O)Cc2ccc(S(=O)(=O)N3CCOCC3)s2)c1	i	i	i	i	i	0.3	i	-2.9	i	14.5	i
CN(C)/C=N/C(=S)Nc1ccc(Br)cc1F	i	i	i	i	i	2.2	i	-1.8	i	2.2	i
COc1cccc(OC)c1C(=O)OCC(=O)NC(=O)NCc1ccccc1	i	i	i	i	i	-0.4	i	-6.6	i	7.2	i
CCN(CC(=O)N1CCCC1)S(=O)(=O)c1ccc(Br)cc1	i	i	i	i	i	-0.6	i	-16.6	i	5.7	i
CC(C)(C)OC(=O)CNC(=O)c1nc[nH]c1C(=O)NCc1ccccc1	i	i	i	i	i	-2.2	i	1.9	i	0.7	i
Cn1cnnc1SC1CCCCC1NS(=O)(=O)c1ccc(Cl)cc1 (stereo not drawn)	i	i	i	i	i	-0.5	i	-3.2	i	1.7	i
CCN(CC)S(=O)(=O)c1cc(C(=O)Nc2cc(Cl)ccc2N2CCN(C)CC2)ccc1Cl	i	i	i	i	i	-0.2	i	11.2	i	-2.7	i
Cc1nn(-c2ccccc2)c(Cl)c1C1C(C#N)=C(N)Oc2n[nH]c(C)c21 (stereo not drawn)	i	i	i	i	i	-0.2	i	-11.2	i	-1.9	i
NC(=O)CC(NC(=O)c1cccc(Br)c1)c1ccc(N2CCC(N3CCCCC3)CC2)c([N+](=O)[O-])c1 (stereo not drawn)	i	i	i	i	i	0.5	i	0.3	i	10.9	i
COCCCN1C(=O)C(O)=C(C(=O)c2ccco2)C1c1cccc(Br)c1 (stereo not drawn)	i	i	i	i	i	0.1	i	-2.9	i	-1.9	i
Cc1ccc(CN2CC(C(=O)NCCCSc3ccccc3)CC2=O)cc1 (stereo not drawn)	i	i	i	i	i	-0.1	i	1.3	i	0.2	i
O=C(/C=C/c1ccco1)N(Cc1ccc(F)cc1)C1CCS(=O)(=O)C1 (stereo not drawn)	i	i	i	i	i	-0.4	i	2.9	i	12.8	i
CSc1nnc2c3cc(F)ccc3n(Cc3ccccc3)c2n1	i	i	i	i	i	0.1	i	3.5	i	0.3	i
Next part.
SMILES	TRPC6 activator	MrgX1 allo act	TRPC4 inh	RGS4 act	RGS4 inh	HIF act	TRPC6 inh	SKKanGAS inh	MrgX1 ag	Platelet DG rel	MrgX1 antagonist
Clc1ccc(/C=N/N2CCN(Cc3ccccc3)CC2)cc1	i	i	i	i	i	0.8	i	-4.9	i	-0.9	i
COc1ccc(CCN(Cc2nc3ccccc3c(=O)[nH]2)C(=O)c2ccco2)cc1OC	i	i	i	i	i	-0.6	i	-3.7	i	-0.3	i
CCc1cc2ccc(C)cc2nc1SCC(=O)N1CCN(C(=O)c2ccco2)CC1	i	i	i	i	i	-0.4	i	-6.8	i	-11.4	i
O=C(O)c1cc(-c2ccco2)nc2ccc(Br)cc12	i	i	i	i	i	1.7&-0.3	i	-4.7&-0.5	i	-8.1&-0.9	i
CCOC(=O)c1ccc(-n2c(CCC(=O)O)ccc2-c2ccccc2)cc1	i	i	i	i	i	0.2	i	13.7	i	-4.6	i
COc1ccc(S(=O)(=O)N(C)CC(=O)Nc2ccccc2OC)cc1	i	i	i	i	i	0.0	i	0.7	i	6.2	i
O=S(=O)(Nc1nccs1)c1cnc(Cl)c(Br)c1	i	i	i	i	i	0.1	i	1.1	i	1.3	i
O=C(CSc1nnc(-c2ccccc2Cl)o1)N1CCCC1	i	i	i	i	i	2.4	i	5.3	i	0.8	i
Cc1ccc(Nc2nnc(SCn3nnc4ccccc4c3=O)s2)cc1	i	i	i	i	i	1.0	i	2.0	i	-5.9	i
C/C(CC(=O)Nc1ccc(N(C)C)cc1)=N\NC(=O)c1ccc([N+](=O)[O-])cc1	i	i	i	i	i	-31.6	i	3.0	i	-10.3	i
Cc1ccc(OCC(=O)N2CCN(S(C)(=O)=O)CC2)cc1	i	i	i	i	i	0.2	i	3.1	i	-2.5	i
O=c1cc(O)c2sc3nc(C(F)(F)F)c4c(c3c2[nH]1)CCCCC4	i	i	i	i	i	0.0	i	23.1	i	6.6	i
CN(C)CCn1c(=S)[nH]c2ccccc2c1=O	i	i	i	i	i	0.0	i	-5.9	i	0.7	i
